# Screens deposited in PubChem BioAssay by National Center for Advancing Translational Sciences (NCATS).
# Pf growth 96h: Primary qHTS for delayed death inhibitors of the malarial parasite plastid, 96 hour incubation. P. falciparum luciferase reporter growth, 96 h. Potency, µM (top dose mostly 28.7 µM), without a hit: top-dose activity change, negative = inhibition, most hits filed as inhibitors. 320,000 tested, 6.9% active. AID 504834, 2011; note: potency is the fitted concentration of half-maximal effect; % is set by controls: 0 for no effect and ±100 for the full control effect
#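 Cell-based qHTS: luciferase-tagged P. falciparum in erythrocytes (2% hematocrit, 0.05% parasitemia final) incubated with compounds for 96 hours, 37 C, 5% CO2; luciferase detection reagent then added and luminescence measured.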
# Sm TGR block: qHTS Assay for the Inhibitors of Schistosoma Mansoni Peroxiredoxins; Schistosoma mansoni thioredoxin glutathione reductase (TGR), Q962Y6; purified TGR, DTNB reduction, TNB absorbance 405 nm; Potency, µM (highest dose often 114 µM), without a hit: at the highest dose activity change, negative = inhibition, actives largely listed as inhibitors; 360,000 tested, 3% active; note: potency is the fitted concentration of half-maximal effect; % is set by controls: 0 for no effect and ±100 for the full control effect; nearly all actives have a fitted effect of over 60% in size
#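 TGR 20 nM + NADPH 100 uM (dispensed conc.), cpd preinc 15 min RT; start with NADPH (500 uM addition) then DTNB (15 mM addition). Kinetic TNB absorbance, 405 nm filter. Four-parameter Hill fit across titration.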
# Giardia FBPA inh: qHTS Assay for Inhibitors of Fructose-1,6-bisphosphate Aldolase from Giardia Lamblia; Potency, µM (top dose mostly 59.6 µM), for inactives: at the top dose activity, negative = inhibition, actives largely listed as inhibitors; 290,000 tested, 0.71% active; purified Giardia FBPA; note: potency is the fitted concentration of half-maximal effect; % is set by controls: 0 for no effect and ±100 for the full control effect; nearly all actives have a fitted effect of over 55% in size
# Target sequence (A8B2U2 whole entry, looked up): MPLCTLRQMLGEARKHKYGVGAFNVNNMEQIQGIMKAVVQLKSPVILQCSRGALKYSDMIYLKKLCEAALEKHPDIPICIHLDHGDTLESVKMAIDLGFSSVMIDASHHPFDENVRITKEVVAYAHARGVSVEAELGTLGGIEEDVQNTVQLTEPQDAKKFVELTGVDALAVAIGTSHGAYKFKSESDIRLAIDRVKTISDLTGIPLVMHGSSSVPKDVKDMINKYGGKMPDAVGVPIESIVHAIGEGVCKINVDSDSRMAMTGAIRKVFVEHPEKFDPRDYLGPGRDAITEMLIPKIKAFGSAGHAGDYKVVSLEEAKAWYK
#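 Giardia FBPA (40 nM reagent) was preincubated 10 min at RT with compound (up to 57.5 uM final), then substrate plus GAPDH/TPI/NAD/arsenate coupling system with diaphorase/resazurin was added; resorufin fluorescence (525/598 nm) was read after 20 min.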
# CHX counter: Cycloheximide Counterscreen for Small Molecule Inhibitors of Shiga Toxin | cell reporter, cycloheximide protein synthesis inhibition counterscreen | max response, % | 300,000 tested, 12% active | AID 2314, 2010; in the data active = max response mostly above about 13%, no sharp cut-off; inactive = mostly below about 14%; note: read at 38.3 µM for the half of the compounds with a filed dose; 0% is about no effect
# Pf growth 48h: Primary qHTS for delayed death inhibitors of the malarial parasite plastid, 48 hour incubation | P. falciparum luciferase growth in erythrocytes, 48 h | Potency, µM (doses to about 28.7 µM), for inactives: at the highest dose activity change, negative = inhibition, actives largely listed as inhibitors | 310,000 tested, 5.9% active; note: potency is the fitted concentration of half-maximal effect; % is set by controls: 0 for no effect and ±100 for the full control effect
#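 Read-out is firefly luciferase luminescence from an integrated reporter in P. falciparum, so falling signal marks reduced parasite growth. Infected erythrocytes were at 2% hematocrit and 0.1% parasitemia (final) in Albumax-supplemented RPMI 1640.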
# Shiga toxin inh: A qHTS for Small Molecule Inhibitors of Shiga Toxin; Vero cells, Shiga toxin protein synthesis inhibition reporter; inhibition, % at 38.7 µM; 290,000 tested, 9.2% active; in the data active = inhibition mostly above about 28%, no sharp cut-off; inactive = mostly below about 43%; note: 0% is about no effect
# An asterisk follows results filed as active; i = inactive; u = inconclusive; x = not tested or not shown; + = active, no number; & = joins results of further samples; [ ] = remark or other dose. Unless noted, calls come from the whole dose curve; as a rule, active = well fitted curve in the direction sought with a large enough effect; inconclusive = small, poorly fitted or top-dose-only effect, or another doubt; inactive = no such curve, though single readings can be large; an effect the other way counts as inactive or inconclusive.
SMILES,Pf growth 96h,Sm TGR block,Giardia FBPA inh,CHX counter,Pf growth 48h,Shiga toxin inh
Cc1ccc(OCCCn2cc(C#N)c3ccccc32)cc1,96%[activator],-2%,-22%,24*,56%[activator],68*
CCN1CCN(CCCNC(=O)c2ccc3c(c2)N(Cc2ccc(C)cc2)CCS3)CC1,u,-14%,x,-6,17µM*,-4
COc1ccc(OC)c2c(C)cc(N3CCCN(C)CC3)nc12,-16%,-12%,u,-5,8%,-15
Cc1onc(-c2ccccc2)c1C(=O)c1c[nH]c(C(=O)NCCCN2CCOCC2)c1,u,-1%,0%,-5,41%,-10
COc1ccc(C2C(C#N)=C(SC)NC3=C2C(=O)CC(C)(C)C3)cc1 (configuration not stated),22%,u,-1%,-2,u,-7
O=C(CN(Cc1ccc(F)cc1)C(=O)c1csnn1)NC1CCCC1,2%,-1%,3%,-3,-2%,-3
Cn1c(N)c(C(=O)COC(=O)CNS(=O)(=O)c2cccc(Cl)c2)c(=O)n(C)c1=O,2%,2%,-1%,-3,50%[activator],-3
c1nnc(-c2ccc3c(c2)OCO3)o1,20%,-3%,7%,8,8%,21
CCCCC(=O)NC(=S)Nc1cccc(C(=O)O)c1,u,0%,3%,9,34%[activator],60*
CN(c1ccc(C(=O)Nc2cccnc2)cc1)S(=O)(=O)c1ccccc1,33%[activator],-5%,-7%,-2,-27%,3
O=C(O)COc1ccc(/C=N/O)cc1Br,46%[activator],-2%,14%,-3,13%,3
O=C(COC(=O)Cc1ccc(Br)cc1)NC1CCCCC1,-1%,2%,7%,0,4%,28
COc1ccc(N2CCN(C(=O)CCNC(=O)c3ccc(Br)cc3)CC2)cc1,-3%,-7%,x,x,-17%,x
CCNC(=S)N1CCN(CCN=CC2=C(O)CC(c3cccs3)CC2=O)CC1 (configuration not stated),-18%,-16%,0%,-2,x,-6
C/C=C(\C)C(=O)Nc1cccc(C2=NOC3(C2)C[C@H](C(N)=O)N(C(=O)C(c2ccccc2)c2ccccc2)C3)c1 (some centres not stated),12µM*,-15%,-2%,-1,9.3µM*,25
Cc1cc(C(=O)COc2ccccc2[N+](=O)[O-])c(C)n1C1CC1,10%,u,-5%,28*,41%[activator],65*
COC(=O)c1cc(NC(=O)Cc2ccc(OC)cc2)cc(C(=O)OC)c1,x,0%,-2%,-2,u,23
Nc1cc(C(F)(F)F)ccc1-n1cccc1,9%,14%,0%,-2,u,-1
COc1ccc(NS(=O)(=O)c2cccc(C(=O)Nc3cccc(C(=O)O)c3)c2)cc1,12%,1%,-9%,0,0%,14
COc1ccc2oc(=O)c(C(=O)n3ccc(C)n3)cc2c1,x,1%,5%,2,4%,-14
O=c1c2ccccc2nc(-c2ccccc2Cl)n1O,u,6%,-7%,-6,i,-10
Cn1c(=O)c(C(=O)CN2CC(=O)Nc3ccccc32)c(N)n(Cc2ccccc2)c1=O,5.2µM*,-29%,-7%,-2,-33%,-3
CCC(=O)c1cc(F)c(N2CCN(S(=O)(=O)c3ccc(C)cc3)CC2)cc1C,10µM*,7%,0%,1,u,12
CC(Nc1ccc(Cl)cc1)c1cc(Cl)ccc1O (configuration not stated),13%,-18%,-7%,-1,9.3µM*,-2
CCOC(=O)c1nnn(CC(=O)Nc2cc(Cl)ccc2C)c1C(=O)OCC,50%[activator],-18%,3%,-5,x,1
COc1ccc(C(=O)N/C(=C\c2ccc3c(c2)OCO3)C(=O)Nc2cccc(C(=O)O)c2)cc1,u,-2%,29%,9,-3%,-6
COc1ccccc1CNC(=O)/C=C/c1ccc(S(=O)(=O)NCc2ccco2)cc1,u,-15%,-1%,20*,u,+
CCCOc1ccc(NC(=O)CC2C(=O)N(C)C(=S)N2Cc2ccc3c(c2)OCO3)cc1 (configuration not stated),0.33µM*,7%,-3%,-2,u,-9
N/C(=N\OC(=O)CCc1ccccc1)c1ccc(Cl)cc1,123%[activator],-21%,-1%,25*,34%[activator],61*
COc1ccccc1OCC(=O)c1[nH]c(C)c(C(C)=O)c1C,-16%,1%,-6%,-1,-29%,10
Cn1c(/C(C#N)=C/c2ccc(-c3ccc(S(N)(=O)=O)cc3)o2)nc2ccccc21,u,0%,11%,-3,u,-5
CCCCCCn1c(CN2CCN(Cc3ccccc3)CC2)nc2c1c(=O)n(C)c(=O)n2C,-14%,u,10%,-3,u,-10
Cn1cnnc1SCC(=O)NCc1ccccc1,16%,0%,1%,2,19%,3
O=C(Nc1cccnc1)/C(N=Nc1c(Cl)cccc1Cl)=C(\O)c1ccccc1,u,0%,10%,-3,u,2
C=C(C)C(=O)N1CC2(CC(c3cccc(NC(=O)CCCCC)c3)=NO2)C[C@H]1C(N)=O (some centres not stated),-1%,-4%,1%,-3,-17%,-3
Cc1ccc(S(=O)(=O)C2CCOC2=O)cc1 (configuration not stated),u,-11%,6%,6,x,8
Cc1nnc(NC(=O)Nc2cccc(Cl)c2)s1,-23%,10%,7%,51*,u,80*
CCOC(=O)N1CCN(C(=O)COc2ccc([N+](=O)[O-])cc2)CC1,36%[activator][5.75 µM],3%,4%,4,-3%,-7
COc1ccc2cc(C(=O)N3CCN(c4ccc(F)cc4)CC3)[nH]c2c1,-5%,-34%,-15%,1,-15%,12
CN1C(=O)/C(=N\OC(=O)c2cccc3ccccc23)c2ccccc21,83%[activator],-24%,-7%,8,31%[activator],21

# For convenience, part of the list above:
SMILES,Pf growth 96h,Sm TGR block,Giardia FBPA inh,CHX counter,Pf growth 48h,Shiga toxin inh
CC(Nc1ccc(Cl)cc1)c1cc(Cl)ccc1O (configuration not stated),13%,-18%,-7%,-1,9.3µM*,-2
CCOC(=O)c1nnn(CC(=O)Nc2cc(Cl)ccc2C)c1C(=O)OCC,50%[activator],-18%,3%,-5,x,1
COc1ccc(C(=O)N/C(=C\c2ccc3c(c2)OCO3)C(=O)Nc2cccc(C(=O)O)c2)cc1,u,-2%,29%,9,-3%,-6

# Next results:
SMILES,Pf growth 96h,Sm TGR block,Giardia FBPA inh,CHX counter,Pf growth 48h,Shiga toxin inh
COc1cccc(C(=O)Nc2ccc(S(=O)(=O)N3CCN(C)CC3)cc2)c1,-18%,5%,4%,-4,-7%,7
COc1ccc(C(C(O)C(=O)c2c[nH]c3ccccc23)N2CCN(c3ccccc3)CC2)cc1 (configuration not stated),x,0%,4%,12*,u,-6
CCCc1nc2ccccc2c(C(=O)OCC(=O)c2ccc3c(c2)NC(=O)CO3)c1CC,u,2%,1%,-3,x,8
CC1CC(C)CN(CCCNC(=O)c2cn(C)c3ccc(S(=O)(=O)N4CCCC4)cc3c2=O)C1 (configuration not stated),4%,-2%,7%,6,4%,-2
COc1ccc(NC(=O)c2cc(CC(C)C)nc3ccccc23)cc1,124%[activator],-25%,-7%,-3,u,-19
O=C1C=C(NCc2ccco2)CC(c2ccc(Cl)cc2)C1 (configuration not stated),-12%,-6%,-3%,-2,-12%,-11
Cc1cnc(C(=O)N2CCN(c3ccc(C(F)(F)F)cn3)CC2)cn1,17%,-2%,4%,1,14%,7
Cn1cc(CN2CCC(n3nccc3NC(=O)Cc3ccccc3)CC2)cn1,0%,-2%,x,-3,-6%,10
Cc1ccc(CN2CCN(C(=O)CCc3ccccc3)CC2)cc1,7%,1%,1%,-2,u,x
COc1ccc(C(=O)NC(=S)N2CCOCC2)cc1[N+](=O)[O-],2%,4%,x,-3,-26%,-16
CCOC(=O)Nc1sc2c(c1C(=O)OCC)CCC2,x,-30%,4%,5,x,-17
COC(=O)NCC(C)OC(=O)Nc1ccc(Cl)cc1 (configuration not stated),u,10%,0%,11,-20%,55*
COc1ccccc1N1CCN(c2ccc3cc(S(=O)(=O)N4CCCCC4)ccc3n2)CC1,u,4%&5%,1%,5,u,-12
O=C(/C=C/c1ccc2c(c1)OCO2)NCc1ccc(F)cc1,255%[activator],1%,-12%,10,14%,27
Cc1ccc(-c2nc(SCC(=O)NCC3CCCO3)c(-c3ccc(C)cc3)[nH]2)cc1 (configuration not stated),u,1%&0%,2%,2,-20%,-10
N/C(CSc1ccc(Cl)cc1)=N\NC(=O)c1ccncc1,-16%,3%,-1%,6,-13%,11
O=C(/C=C\Nc1ccc2c(c1)OCO2)c1ccc(Cl)s1,13%,4%,-6%,57*,487%[activator],71*
O=C(Nc1cccc(S(=O)(=O)N2CCCCC2)c1)c1ccc(S(=O)(=O)C(F)F)cc1,u,2%,-9%,1,u,2
C=CCn1c(SCC(=O)Nc2ccc(Br)cc2)nc(O)c(CC)c1=O,-1%,1%,13%,-4,35%[activator],-9
COc1ccc(-c2nc(CS(=O)CC(=O)NCc3ccc(F)cc3)c(C)o2)cc1 (configuration not stated),u,u,2%,1,u,-6
COc1ccc2sc(SCCCS(=O)(=O)O)[n+](CCCS(=O)(=O)[O-])c2c1,u,-3%,-18%,-2,9%,-10
C=C(C)C1Cc2c(C)nn(-c3ccccn3)c2C1 (configuration not stated),u,3%,13%,1,x,12
CC(C)CC(=O)N1CCN(C(=O)c2cccc(F)c2)CC1,1%,-21%[11.4 µM],0%,-1,x,-28
O=C(C[n+]1cccc(/C=N/O)c1)N1CCCCCC1,u,13%,2%,-4,4%,23
N=C1C(c2ccccc2)=C(O)CN1c1cccc(S(N)(=O)=O)c1,26%,-1%,1%,1,23%,-10
COc1cccc(NC(=O)COc2ccccc2C(N)=O)c1,270%[activator],6%,0%,40*,225%[activator],60*
Cc1ccc(NC(=O)c2nc[nH]c2C(=O)N2CCOCC2)c(C(=O)c2ccccc2)c1,-9%,0%[57.1 µM],-1%,-4,-6%,-14
COc1cccc(C(=O)/C=C/Nc2cc(C)ccc2O)c1,-3%,4%,-13%,51*,u,88*
CCCCCc1ccc(-c2cn(Cc3ccc([N+](=O)[O-])cc3)nn2)cc1,u,9%,-1%,6,39%,5
CN1CCN(C(=S)NC(=O)c2ccc(C(C)(C)C)cc2)CC1,-20%,-5%,-19%,-2,-14%,-8
CC(C)(C)OC(=O)N1Cc2ccccc2C[C@H]1C(=O)N1CCC[C@H]1C(=O)O,1%,5%,-6%,-3,0%,-6
O=C(COc1ccccc1[N+](=O)[O-])N/N=C/c1cccs1,58%[activator],-1%,2%,10,50%[activator],12
CN1CCN(c2ccc(Cl)cc2N)CC1,35%[activator],32%,0%,11*,82%[activator],13
COc1ccc2c(c1)[nH]c1c(=O)n(CCCN3CCOCC3)cnc12,x,-21%,-3%,6,11%,-5
N#Cc1cn(-c2ccccc2)nc1-c1ccccc1,-8%,14%,14%,21*,90%[activator],25
Cn1cnnc1SCC(=O)Nc1cc(S(=O)(=O)N2CCCCCC2)ccc1Cl,u,-6%,0%,-3,-12%,14
CCSc1nnc(-c2ccc(C)cc2)c2ccccc12,265%[activator],-13%,17%,-3,12%,-9
CN(CCOc1ccc(Cl)cc1)C(=O)c1cc(-c2ccco2)nc2ccccc12,u,11µM*,x,x,u,x
FC(F)(F)c1cnc(-n2cc[nH]c2=S)c(Cl)c1,13%,16%,1%,-6,x,-5
CCCNC(=O)[C@@H]1CCCN1C(=O)[C@@H]1Cc2ccccc2CN1,19%,0%,-20%,1,1%[0.00184 µM],-4
COc1ccc([C@H]2CC(=O)C=C(c3cc(Cl)ccc3OC)C2)cc1,u,-2%,x,x,u,x
CC1C(=O)Nc2ccc(S(=O)(=O)N3CCN(c4cccc(Cl)c4)CC3)cc2NC1=O (configuration not stated),u,u,4%,-4,7%,-5
